Compound activity: PubChem BioAssay, Sanford-Burnham Center for Chemical Genomics
tim23-1 inh: tim23-1 yeast growth inhibition | inhibition, % at 20 µM | AID 463212 | 330,000 tested, 1.3% active | S. cerevisiae tim23-1 growth, BacTiter-Glo luminescence, 24 h;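 active means growth inhibition of the mutant yeast at or above 50%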;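 further: temperature-sensitive mutant grown at 25 °C; plate controls were DMSO-treated mutant yeast for no effect and medium wells lacking yeast for full effect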
Mdm2-MdmX inh: human Mdm2/MdmX binding inhibition | O15151+Q00987 | SaOS-2 split-luciferase Mdm2/MdmX complementation, luminescence | inhibition, % at 8 µM | 330,000 tested, 3% active | AID 485346;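 active means inhibition of at least 50% at 8 µM in the primary screen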
Target sequence (O15151 whole entry, looked up): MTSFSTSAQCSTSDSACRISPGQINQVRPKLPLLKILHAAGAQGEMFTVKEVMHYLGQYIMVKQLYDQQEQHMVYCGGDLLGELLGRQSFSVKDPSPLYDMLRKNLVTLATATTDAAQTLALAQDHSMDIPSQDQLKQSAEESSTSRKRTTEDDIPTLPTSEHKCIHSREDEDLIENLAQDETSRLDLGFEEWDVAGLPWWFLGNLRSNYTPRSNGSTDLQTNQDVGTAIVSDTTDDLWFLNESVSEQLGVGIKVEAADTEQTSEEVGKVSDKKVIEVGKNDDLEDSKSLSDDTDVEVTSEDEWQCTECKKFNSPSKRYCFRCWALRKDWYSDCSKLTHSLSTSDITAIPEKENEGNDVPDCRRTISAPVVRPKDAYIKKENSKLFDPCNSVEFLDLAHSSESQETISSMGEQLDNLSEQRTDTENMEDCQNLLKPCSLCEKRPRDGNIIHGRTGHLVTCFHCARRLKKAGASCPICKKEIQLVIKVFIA
Target sequence (Q00987 whole entry, looked up): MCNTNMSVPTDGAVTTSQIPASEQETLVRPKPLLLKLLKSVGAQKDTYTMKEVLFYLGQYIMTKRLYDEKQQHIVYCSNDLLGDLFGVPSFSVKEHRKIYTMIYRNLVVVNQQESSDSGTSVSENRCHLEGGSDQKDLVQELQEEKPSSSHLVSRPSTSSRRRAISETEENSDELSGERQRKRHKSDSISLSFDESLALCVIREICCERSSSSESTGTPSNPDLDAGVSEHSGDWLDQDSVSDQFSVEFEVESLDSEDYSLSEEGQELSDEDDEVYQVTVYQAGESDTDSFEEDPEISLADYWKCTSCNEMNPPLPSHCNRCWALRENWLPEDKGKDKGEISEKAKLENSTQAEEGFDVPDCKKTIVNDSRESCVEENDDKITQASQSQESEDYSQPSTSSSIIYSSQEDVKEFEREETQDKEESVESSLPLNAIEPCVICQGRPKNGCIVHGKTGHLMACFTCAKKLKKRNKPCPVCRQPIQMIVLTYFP
tim10-1 inh: growth inhibitors of tim10-1 mutant yeast; S. cerevisiae tim10-1 ts strain growth, BacTiter-Glo, 24 h; inhibition, % at 20 µM; 330,000 tested, 2.2% active; AID 463190;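 active means inhibition of at least 40%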;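 further: mutant grown at 25 °C; 0% = DMSO wells with yeast and 100% = wells holding no yeast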
APJ agonist: activates the human apelin receptor APJ; P35414; CHO-K1 APJ PathHunter beta-arrestin, luminescence; 0% DMSO wells, 100% apelin; activation, % at 20 µM; 330,000 tested, 0.11% active; AID 2520;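 active means activation more than six SD over the plate average, tested at 20 µM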;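 further: 0% = DMSO alone and 100% = apelin-13 at 10 nM; some results filed as inactive read as strong as hits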
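Test system: CHO-K1 APJ beta-arrestin complementation cell line. Amount: cell density 1000 per well. Controls: DMSO negative, 10 nM Apelin-13 positive. Signal: luminescent beta-gal fragment complementation, chemiluminescent substrate. Read-out basis: agonist-driven arrestin binding to APJ. Timing: compound stimulation 90 min at 25 °C, detection 60 min.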
UPR XBP1 act: activators of adaptive arm of unfolded protein response (XBP1); CHO-XBP1 luciferase reporter, IRE1-XBP1 UPR activation, luminescence; percent of tunicamycin response, DMSO as zero; activation, % at 20 µM; 330,000 tested, 0.33% active;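 active means versus positive control, 20 µM dose yields 30% or more activation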;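 further: 100% = tunicamycin at 10 µg/mL and 0% = DMSO only wells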
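Material: CHO-XBP1 cells stably carrying IRE1-XBP1-driven luciferase reporter | Medium: F12 with 10% serum | Compound dosing: 20 µM single concentration, DMSO 1% | Incubation: Overnight seeding at 37 °C, 6 h compound treatment at 37 °C | Detection: Steady-Glo luminescence read | Read-out basis: % activation of reporter signal versus tunicamycin and DMSO controls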
CXCR6 inh: CXCR6 (human) receptor inhibition | O00574 | CHO-K1 PathHunter CXCR6 beta-arrestin, luminescence | inhibition, % at 20 µM | 360,000 tested, 0.36% active | AID 602244; in the data active means inhibition above about 34%, passing the limit was not always enough;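 further: antagonist mode with CXCL16 agonist at 10 nM final; 0% = 10 nM CXCL16 with DMSO and 100% = unstimulated wells without agonist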
APJ antagonist: APJ receptor antagonism | CHO-K1 APJ beta-arrestin complementation, luminescence | inhibition, % at 20 µM | 330,000 tested, 0.32% active | AID 2521;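 active means inhibition above about 40% at 20 µM, limit read from the data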;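 further: cells challenged with 10 nM apelin-13 agonist together with compound; plate controls were apelin-13 plus DMSO wells for no effect and DMSO wells lacking apelin-13 for full effect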
UPR CHOP act: activators of apoptotic arm of unfolded protein response (CHOP); CHO-CHOP luciferase reporter, UPR activation, luminescence; percent of tunicamycin response over DMSO baseline; activation, % at 10 µM; 330,000 tested, 0.34% active;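 active means at 10 µM dose, activation of 40% or more, normalized to positive control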;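 further: 100% = tunicamycin at 10 µg/mL and 0% = DMSO alone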
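Assay system: CHO-CHOP cells, stable luciferase reporter of PERK-eIF2a-CHOP signalling / Buffer or medium: F12 plus 10% serum / Compound dosing: one dose, 10 µM in 0.5% DMSO / Times: 6 h compound treatment, 37 °C / Technique: luciferase luminescence / Read-out: % reporter activation, DMSO baseline versus tunicamycin full activation / Benchmarks: tunicamycin and DMSO controls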
TIM10 inh: TIM10 yeast growth inhibition | S. cerevisiae TIM10 strain growth, BacTiter-Glo luminescence, 24 h | inhibition, % at 10 µM | 330,000 tested, 1.4% active | AID 463195;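 active means inhibition of 40% or more at the single tested concentration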;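 further: wild-type TIM10 isogenic control strain grown at permissive 25 °C; 0% = DMSO yeast wells and 100% = minimal medium wells without yeast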
* = called active by the depositor; & = joins results of further samples. An excerpt (hit frequency here may not be typical).

SMILES	tim23-1 inh	Mdm2-MdmX inh	tim10-1 inh	APJ agonist	UPR XBP1 act	CXCR6 inh	APJ antagonist	UPR CHOP act	TIM10 inh
Cc1cc(N2CCCC2)nc2ccc(NC(=S)NCCCOC(C)C)cc12	0.0	-9.2	17.8	-0.2	-1.2	11.2	-10.9	-0.6	12.6
CSc1nc(-c2ccccc2)nc(SC)c1C(C)=O	-0.5	14.2	12.8	-2.5	1.7	-3.2	10.9	-0.2	15.4
CN(CC1COc2ccccc2O1)C(=O)CSc1nncs1 (stereo unspecified)	-1.1	-18.4	-7.0	0.6	0.9	-0.9	6.5	-1.1	4.8
Cc1ccc(NC(=O)CN(C)C(=O)c2ccc3[nH]c4c(c3c2)CC(C)CC4)cc1 (stereo unspecified)	12.3	29.8	-2.6	-4.9	0.2	-5.1	23.7	1.0	-13.9
O=C(CCc1nc2ccccc2c(=O)[nH]1)OCc1cccc(C(F)(F)F)c1	21.5	-17.0	3.2	-1.7	-2.5	-2.3	24.7	0.1	16.4
O=C(O)C1CCN(C(=O)c2ccccc2N2C(=O)[C@@H]3Cc4c([nH]c5ccccc45)C(c4cccc(Cl)c4)N3C2=O)CC1 (stereo partly specified)	-4.6	5.1	5.0	0.1	-2.3	-13.8	-85.3	-0.7	3.0
O=C(Nc1ccccc1Cl)NC1(C(=O)NCCCN2CCOCC2)CCCCC1	8.1	25.1	11.8	0.9	1.4	-10.2	-9.5	-2.5	-12.4
CCOC(=O)C1CCN(S(=O)(=O)c2ccc(C(C)=O)cc2)CC1	21.0	18.3	8.7	1.9	-3.0	5.6	-7.9	-0.1	6.1
O=c1cc(N2CCN(Cc3ccccc3)CC2)c(-c2ccccc2)n[nH]1	13.5	-13.1	15.9	3.3	0.8	1.5	-6.3	-0.4	13.9
O=C(C1=COCCO1)N1CCN(c2nc3ccc([N+](=O)[O-])cc3s2)CC1	5.2	41.8	-0.2	9.8	-5.1	-6.4	5.5	3.7	-1.2
CCCNC(=O)Nc1ccc2c(c1)N(C)C(=O)c1ccccc1S2	6.5	28.0	14.4	-3.5	-1.2	6.0	20.5	-1.5	-0.1
O=C(CC(=O)NC1CCCCC1)N/N=C/c1ccccc1[N+](=O)[O-]	-0.4	0.0	-13.3	1.3	29.9	-7.8	20.3	5.7	1.6
Cn1c(SCc2c(Cl)cccc2Cl)nnc1-c1cccs1	44.0	1.7	48.4*	-1.6	5.7	2.8	18.5	4.8	47.5*
Cc1cccc(C)c1NC(=O)CSc1nnc(Cc2ccccc2)o1	12.3	-11.4	26.5	-0.1	0.1	1.5	14.9	-0.5	-7.6
Clc1ncccc1-c1nc2ccccc2s1	27.6	4.3	10.1	-1.8	3.1	-0.9	-5.8	5.8	28.0
CC(=O)c1ccc(N(C(=O)CNC(=O)c2ccco2)C(C(=O)NCC2CCCO2)c2ccccc2)cc1 (stereo unspecified)	-0.1	16.8	1.9	-1.9	-5.1	-15.7	-2.3	-0.1	10.0
COc1ccc(Cl)cc1NC(=S)NCCCN1CCCC1=O	1.2	20.8	1.5	-1.8	2.9	-4.8	5.5	-2.4	5.8
CN(NC1OC(=O)c2ccccc21)c1ncc(C(F)(F)F)cc1Cl (stereo unspecified)	3.7	-35.6	18.8	2.5	3.7	-0.2	-3.5	-1.2	-3.5
Nc1c(Cl)cc(-c2csc(NC(CO)c3nc4ccccc4n3CCOCCO)n2)cc1Cl (stereo unspecified)	12.6	30.3	4.3	-7.1	14.2	-7.4	3.8	-2.0	6.8
CCOCCCNC(=S)N1CCN(Cc2ccc3c(c2)OCO3)CC1	10.7	8.8	-8.9	-2.4	1.6	-6.1	14.9	-0.8	3.9
O=S(=O)(NCc1ccco1)c1cccc2cccnc12	0.3	-16.5	7.8	-0.5	-0.1	-0.9	2.6	0.0	-3.6
Cc1ccccc1OCC(=O)NNC(=O)Nc1ccccc1	-1.4	21.9	-14.9	-1.2	-0.4	-2.6	-14.8	7.0	-8.4
Cc1ccc(S(=O)(=O)N2CCOCC2)cc1NC(=O)COC(=O)c1cccnc1Cl	2.2	-21.6	3.5	-4.8	-1.7	-4.8	-9.6	-0.4	-8.0
COc1cccc(/C=C2\SC(=S)N(CCC(=O)NNC(=O)c3ccccc3OC)C2=O)c1	-9.7	8.1	-19.7	3.5	-2.5	2.3	16.2	0.0	5.1
Fc1ccccc1-c1nc(NCc2ccccc2)c2ccccc2n1	50.3*	12.0	35.2	-4.3	-0.9	8.0	-22.7	-0.6	6.3
Cn1c(=O)c2nnn(/N=C(\c3ccccc3)C3CC3)c2n(C)c1=O	-13.3	4.9	-3.3	-5.6	-0.8	1.5	1.8	-2.7	-12.9
Cc1cccc([C@@H]2[C@@H]3C(=O)N(Cc4ccccc4)C(=O)[C@@H]3[C@]3(C)C(=O)N(c4cccc(F)c4)C(=O)N23)c1	21.2	-6.0	14.0	2.4	-2.4	-7.0	12.6	-1.2	5.3
Cc1cnc(C(=O)OCc2ccc(COC(=O)c3cnc(C)cn3)cc2)cn1	11.9	-4.6	10.7	-1.8	-3.3	-1.9	-20.4	1.1	4.9
Cc1cc(S(=O)(=O)N2CCOCC2)ccc1NC(=O)c1ccc(F)cc1	24.1	8.7	11.6	-2.0	-3.0	-3.6	8.1	0.2	18.1
CCOC(=O)CSc1nnc(-c2c[nH]c3ccccc23)n1CC	18.0	-19.6	14.0	-0.9	-2.5	2.7	6.2	-0.7	1.9
Cc1ccc2c(c1)N(C(=O)CCC(=O)NCc1cccc(Br)c1)CC(C)O2 (stereo unspecified)	32.5	3.0	37.0	0.2	-2.6	1.3	8.4	4.5	18.8
O=c1c2cc3c(cc2[nH]c(=S)n1Cc1ccco1)OCO3	-7.1	5.0	20.4	-3.0	-0.2	13.3	21.0	-2.4	7.0
CN1Cc2c(N)cccc2C(c2ccccc2)C1 (stereo unspecified)	-48.7	11.5	-25.5	1.3	-4.6	-4.6&5.5	10.4	-0.4	-10.8
Cc1ccc(C2(C)NC(=O)N(CC(=O)N(C)CC(=O)Nc3cccc(F)c3)C2=O)cc1 (stereo unspecified)	-6.4	0.5	-6.4	-2.1	-1.5	-3.6	15.0	-0.6	4.3
O=C(O)c1ccc(Cl)c(NC(=S)NC(=O)c2ccccc2[N+](=O)[O-])c1	14.4	-12.9	8.7	-3.4	2.5	6.8	6.6	1.7	15.8
O=C(COc1ncnc2cc([N+](=O)[O-])ccc12)NC1CCCCC1	-13.0	3.5	-34.0	6.3	-2.3	-27.4	-26.8	-0.4	23.2
CC(CCO)Nc1nc2c([nH]1)c(=O)n(C)c(=O)n2C (stereo unspecified)	9.9	12.8	-16.1	-3.2	-2.0	0.5	-14.4	-2.6	-1.3
CCCOc1ccc(C(C)=O)cc1CSc1nc(O)cc(=O)[nH]1	10.9	10.3	11.0	-5.1	-4.6	2.3	-0.3	-2.6	15.9
Cc1nc(N2CCOCC2)nc(N2CCCCC2)c1[N+](=O)[O-]	24.4	17.3	-20.3	4.5	0.4	-6.2	15.6	2.4	-7.5
CCc1ccc(N(CC(=O)Nc2ccc(NC(C)=O)cc2)S(=O)(=O)c2ccccc2)cc1	-8.4	7.7	-6.4	1.6	-5.1	4.0	-8.5	1.0	-15.6
CCOC(=O)c1c(C)oc2cc(Br)c(OC)cc12	13.4	-12.0	25.2	-1.9	5.5	7.2	-8.8	0.9	3.8
C=C(c1ccccc1C)[n+]1ccccc1	-7.1	9.7	-3.4	-2.5	-1.0	2.7	-9.8	-0.2	1.0
Cc1nn(CC(=O)NCCC2=CCCCC2)c(C)c1[N+](=O)[O-]	2.6	21.8	6.1	7.9	3.1	1.0	13.4	1.6	1.8
C=CCn1c(SCC(=O)NC(=O)NCC(C)C)nnc1C1CCCCC1	18.7	4.0	2.6	-3.4	-0.4	-2.0	-20.2	-1.6	-3.8
O=C(CSc1nnc(-c2ccccn2)o1)Nc1cccc(Cl)c1	-29.9	-89.8	-57.2	0.2	2.1	-11.1	2.8	3.6	-12.8

Compound profiles, as listed above:
C=C(c1ccccc1C)[n+]1ccccc1 as listed: tim23-1 inh: -7.1; Mdm2-MdmX inh: 9.7; tim10-1 inh: -3.4; APJ agonist: -2.5; UPR XBP1 act: -1.0; CXCR6 inh: 2.7; APJ antagonist: -9.8; UPR CHOP act: -0.2; TIM10 inh: 1.0
Cc1nc(N2CCOCC2)nc(N2CCCCC2)c1[N+](=O)[O-] as listed: tim23-1 inh: 24.4; Mdm2-MdmX inh: 17.3; tim10-1 inh: -20.3; APJ agonist: 4.5; UPR XBP1 act: 0.4; CXCR6 inh: -6.2; APJ antagonist: 15.6; UPR CHOP act: 2.4; TIM10 inh: -7.5
CCCOc1ccc(C(C)=O)cc1CSc1nc(O)cc(=O)[nH]1 as listed: tim23-1 inh: 10.9; Mdm2-MdmX inh: 10.3; tim10-1 inh: 11.0; APJ agonist: -5.1; UPR XBP1 act: -4.6; CXCR6 inh: 2.3; APJ antagonist: -0.3; UPR CHOP act: -2.6; TIM10 inh: 15.9

Following part
SMILES	tim23-1 inh	Mdm2-MdmX inh	tim10-1 inh	APJ agonist	UPR XBP1 act	CXCR6 inh	APJ antagonist	UPR CHOP act	TIM10 inh
Cc1cc(S(=O)(=O)NCc2ccc(N3CCN(C)CC3)cc2)c(C)s1	-4.4	-10.6	-24.5	-3.1	-0.3	-2.6	14.6	1.6	-24.9
O=C(Nc1ccc(S(=O)(=O)N2CCCC2)cc1)c1cccnc1Cl	-28.4	25.8	-11.1	2.0	-0.5	-4.2	-38.4	-0.3	-14.0
CCN(Cc1ccc2c(c1)OCO2)C(=O)/C=C/c1cccc(Br)c1	25.0	0.5	12.1	-1.4	5.2	2.1	-26.6	-0.3	-12.8
Cc1ccc(S(=O)(=O)Nc2ccc(SC(F)F)cc2)c(C)c1	21.6	-10.7	28.7	-2.9	1.2	5.8	1.2	0.8	18.4
COCCCNC(=O)CN1C(=O)c2cccc3cccc1c23	10.1	9.9	2.6	-2.7	-3.4	-7.6	9.0	0.1	-4.5
Cc1ccccc1-n1c(SCC(=O)N/N=C/C=C/c2ccccc2[N+](=O)[O-])nc2ccccc2c1=O	13.6	6.1	18.1	-4.0	0.2	-2.6	4.3	-0.6	2.8
Cc1ccc(C(=O)CSc2nsc(C)c2C#N)cc1	20.2	-64.0	21.0	-3.1	-2.4	4.3	-7.7	7.3	13.8
COc1ccc2[nH]c(C)c(C(=O)CN3CCN(C/C=C/c4ccccc4)CC3)c2c1	8.6	11.1	22.0	3.1	-1.6	0.2	5.1	1.5	16.6
Cc1ccc(-c2cc(C(F)F)n3ncc(C(=O)Nc4c(C)nn(Cc5c(Cl)cccc5Cl)c4C)c3n2)cc1	-9.6	80.3*	24.3	-7.3	28.3	10.7	0.5	23.5	-15.9
Cc1ccc(S(=O)(=O)N(C)C)cc1NC(=O)c1cncc(Br)c1	1.6	25.1	-3.6	-2.5	-1.4	8.0	8.4	0.5	-11.2
